# High-throughput results: PubChem, NCI
# All columns: NCI-60 one-dose screen, growth in % after 48 h at 10 µM unless noted; 100 = growth as untreated, 0 = no growth, -100 = all killed.
# MDA-MB-435 = MDA-MB-435 melanoma; hit rate 7.8% among 82,000; AID 1794794
# K-562 = K-562 leukemia; hit rate 7.4% among 78,000; AID 1794777
# CCRF-CEM = CCRF-CEM leukemia. hit rate 7% among 77,000
# SR = SR leukemia cells. hit rate 8.7% among 73,000
# MOLT-4 = MOLT-4 leukemia cells; hit rate 6.9% among 80,000
# HOP-92 = HOP-92 NSCLC cells; hit rate 6.3% among 71,000; AID 1794738
# HOP-62 = HOP-62 NSCLC; hit rate 3.9% among 80,000; AID 1794735
# RPMI-8226 = RPMI-8226 leukemia cells. hit rate 7.5% among 77,000. AID 1794781
# Numbers without * were called inactive; . = not tested or not shown; & = joins results of further samples. The calls were made as follows: active = growth percent below 10; inactive = the rest.
Molecule,MDA-MB-435,K-562,CCRF-CEM,SR,MOLT-4,HOP-92,HOP-62,RPMI-8226
O=S(=O)(NCCNc1cc(-c2cn(-c3ccccc3)nc2-c2cccc(O)c2)ccn1)c1cccc2ccccc12,67,15,69,61,43,74,85,53
COc1cc(/C=C/C(=O)C2=C(/C=C/c3ccc(O)c(OC)c3)NC(=O)NC2c2ccc(O)c(OC)c2)ccc1O (stereo not given),93,87,70,79,70,89,123,76
O=C(N/N=C/C[C@@H]1[C@@H](/C=C/[C@@H](O)COc2ccccc2)[C@H](O)C[C@@H]1O)c1ccncc1,109,92,103,86,86,101,92,93
CC(Oc1cc(Cl)c(Cl)cc1Cl)C(=O)NC(C(=O)O)C(C)C (stereo not given),99,95,88,98,86,90,83,97
CCc1cc2c(cc1Cl)nc1c(=O)[nH]c(=O)nc-1n2CCOCC(C)(C)C,33,57,90,36,69,110,104,69
CC(/C=C1\SC(=S)N(CCCC(=O)NC(CC(C)C)C(=O)O)C1=O)=C\c1ccccc1 (stereo not given),95,83,90,101,55,7.8*,110,78
O=C(O/N=C(\Cn1cncn1)c1ccc(Cl)cc1)c1ccc(Cl)cc1Cl,111,86,112,103,103,87,102,98
COc1ccccc1CNC(=O)C1c2ccccc2C(=O)N(CC(C)C)C1c1cccs1 (stereo not given),71,16,24,17,27,76,63,2.2*
NNC(=O)NO,108,95,96,96,92,.,89,109
O=C(CC(=O)Nc1cccc(C(F)(F)F)c1)Nc1ccc(Oc2ncnc3scc(Nc4n[nH]c(=S)s4)c23)cc1,100,86,103,98,94,.,90,102
CCCCc1ccc(-c2cc(/C=N\O)no2)cc1,99,108,80,80,77,94,99,82
COc1ccc2nc(-c3c(-c4ccc(F)cc4)nc4ncccn34)[nH]c2c1,87,85,.,56,.,97,109,90
COc1cc(-c2nc(-c3ccccc3)[nH]c2-c2ccnc(NCCCNS(=O)(=O)c3ccc(C)cc3)n2)ccc1Cl,46,37,35,59,33,82,86,38
O=S(=O)(NCCCNc1nccc(-n2ccc3cccnc32)n1)c1cccc(Br)c1,108,97,104,108,100,107,112,.
O=C(O)c1ccc(-c2nn(-c3ccc(C(F)(F)F)cc3)cc2CNc2cccc(C(=O)O)c2)cc1,101,101,104,99,109,121,94,108
Cc1ccc(/C=N/NC(=O)c2ccc(S(C)(=O)=O)cc2)cc1,52,56,79,56,77,.,93,90
NC(=O)N/N=C1\CC2CC1C1C=CCC21 (stereo not given),106,.,116,122,122,99,105,130
CCN1CCN(c2cc(C)nc(N(CCNc3ccnc4cc(Cl)ccc34)Cc3ccc4c(c3)OCO4)n2)CC1,-66*,-48*,-18*,-45*,-34*,45,-14*,-19*
CCNC(=O)Oc1ccc[nH]c1=O,103,93,99,76,.,94,102,93
O=C1C=C(O)c2ccccc2C1=O,130,96,114,.,106,113,95,106
O=C1/C(=C\c2ccc(F)cc2)Sc2c(F)cccc21,104,90,107,94,92,83,84,79
COc1cc2cc(Oc3ccc(NC(=O)Nc4ccc(Cl)c(Cl)c4)cc3)c(C)nc2cc1OC,12,13,13,18,3.7*,-9.3*,55,4.2*
CCN1CCC(Nc2ccnc3cc(Cl)ccc23)CC1,89,23,77,39,54,56,85,41
COc1ccc(C2=NOC(C(=O)N3CCCC3)C2)cc1OC1CCCC1 (stereo not given),109,101,107,92,102,102,95,110
CSC1=NC2C(N(C)C(=O)N2c2ccccc2)N1/N=C/C=C/c1ccccc1 (stereo not given),97,100,101,105,91,83,94,103
COc1ccc2oc(=O)cc(/C=C3/C(=O)NC(=S)NC3C)c2c1 (stereo not given),99,87,93,98,84,69,81,97
O=[N+]([O-])c1cc(Br)ccc1NS(=O)(=O)c1ccccc1,112&107,95&99,93&87,94&89,100&86,55&96,102&109,82&95
N=CN,104,109,.,104,114,.,103,101
C/C(=C/C(C)(C)C)C(=O)C(C)(C)C,106,108,103,107,106,86,104,106
CC(C)CSc1nc(NN)c(C#N)c(-c2ccccc2)n1,101,94,97,109,104,108,94,100

# (more compounds)
Molecule,MDA-MB-435,K-562,CCRF-CEM,SR,MOLT-4,HOP-92,HOP-62,RPMI-8226
COc1cc(/C=C/C(=O)c2cc(NC(=O)c3ccc4cc(-c5cccc(Cl)c5)ccc4c3)ccc2O)cc(OC)c1OC,99,57,77,64,74,.,105,70
Cc1ccc([N+]2=NOC(=O)C2CN2CCN(c3cccc(Cl)c3)CC2)cc1 (stereo not given),100,54,73,.,88,72,87,73
O=[N+]([O-])c1cccc([I+]c2cccc([N+](=O)[O-])c2)c1,113,58,55,61,56,75,91,72
Cc1ccc(/C=C2/C(=O)N(C)c3ccc(S(=O)(=O)Nc4ccc(C(C)(C)C)cc4)cc32)s1,83,80,.,58,73,79,25,56
N=C(N)c1ccc(-c2ccc(-c3cccs3)o2)o1,97,91,.,99,103,37,91,80
CCOC(=O)C1(Cc2ccccc2)CCCCCC1=O (stereo not given),111,131,105,.,112,91,104,113
CCOC(=O)c1ccc(N=Nc2c(N)nc(N)[nH]c2=O)cc1,102,88,94,88,95,87,97,97
CCCCCCCCCCCCCCCCCCOc1ccc(CC(=O)OCC[N+]2(C)CCCCC2)cc1,.,84,90,102,99,98,101,.
Cc1ccc2oc(=O)cc(-c3cc(-c4cc5cc(Br)ccc5oc4=O)nc(N)c3C#N)c2c1,77,50,66,57,75,70,48,46
CCOC(=O)c1c(C)oc2ncnc(Nc3ccc(F)c(Cl)c3)c12,114,94,.,97,99,72,101,101
COc1cc2c(c(OC)c1OC)CCC(c1cccc(NC(=O)C(C)C)c1)O2 (stereo not given),109,95,94,90,99,107,105,89
NS(=O)(=O)c1ccc(C(=O)N/N=C(\CS(=O)(=O)c2ccccc2)c2cc3ccccc3o2)cc1,97,106,110,98,111,115,122,105
CC1=NN(C(=O)c2c(N)cnn2-c2ccccc2)C(c2ccccc2)C1 (stereo not given),108,93,103,88,87,101,69,100
O=C(O)c1ccc(NCn2c(=S)sc3ccccc32)cc1,110,105,110,.,103,92,97,106
Cc1nc2ncc(C(=O)NO)c(=O)n2[nH]1,106,87,97,86,95,96,71,98
CN(C)C(=O)c1ccc(N)cc1,111,107,102,111,96,101,96,99
Cc1ccc(NCc2ccc(Oc3ncnc4ccccc34)cc2)cc1,97,73,66,84,62,114,99,71
CCOC(=O)c1sc(NC(=O)c2ccc(Cl)cc2)nc1C,96,.,98,89,104,92,94,96
CC(C)(Oc1ccc(CCNC(=O)c2ccc(Cl)cc2)cc1)C(=O)O,103,.,.,121,114,.,110,.
C#CCOc1ccc(/C=N/Nc2nc(-c3ccccc3)cs2)cc1OC,88,34,36,36,38,37,86,53
CCCCOP(=O)(CCP(=O)(OCCCC)OCCCC)OCCCC,110,98,96,79,90,87,109,95
COC1=CC(c2ccc[nH]2)=N/C1=C\c1[nH]c(C)c(C(=O)CCC(=O)NCCNC(=O)CC[C@H](NC(=O)c2ccc(NCc3cnc4nc(N)[nH]c(=O)c4n3)cc2)C(=O)O)c1C,95,116,99,83,95,.,96,99
C/C(=C\C(=O)c1ccc(Cl)cc1)c1ccc(Cl)cc1,102,106,88,.,93,73,88,75
Nc1ccc(S(=O)(=O)O)c(O)c1,116,137,106,118,121,99,99,106
CN1CCN(Cc2ccc(NC(=O)c3[nH]ncc3Nc3ccnc4ccsc34)cc2)CC1,62,26,11,-12*,2.4*,76,40,19
CCCCc1nc(Cl)c(C2C(C#N)=C(N)Oc3n[nH]c(C)c32)[nH]1 (stereo not given),105,92,98,91,99,104,116,100
CCNC(=S)Nc1cccc(C)c1,125,112,76,84,92,96,101,87
CS(=O)(=O)Nc1ccc(C(=O)N/N=C/c2ccccc2O)cc1,77,74,37,33,50,56,39,96
Cc1ccc2c(c1)C(=O)[C@]1(O)CCN(c3ccc4nc(C)ccc4c3)C1=N2,96,89,27,60,86,.,75,69
CCCCc1nc2c(N)nc3ccccc3c2n1Cc1ccccc1,89,28,64,60,52,44,93,43

# Following part:
Molecule,MDA-MB-435,K-562,CCRF-CEM,SR,MOLT-4,HOP-92,HOP-62,RPMI-8226
C=CCn1c(SCC(=O)c2ccc(Cl)cc2)nnc1-c1ccc(OC)cc1,99,56,96,85,93,84,103,90
CCN(CCO)CCCOc1ccc2c(Nc3cc(CC(=O)Nc4cccc(F)c4)[nH]n3)ncnc2c1,11,32,40,12,36,23,36,72
CC(C)CCC[C@@H](C)[C@H]1CC[C@H]2[C@@H](Nc3ccc(O)cc3)CCC[C@]12C,100,105,32,72,.,136,108,97
COc1cc(C2=C(c3c[nH]c4ccccc34)C(=O)N(CCN3CCOCC3)C2=O)cc(OC)c1OC,24,50,94,33,107,108,98,101
CCSCC(C)C(=O)OC (stereo not given),112,100,103,97,104,95,93,113
CN(/C(N)=N/N=C/c1c2ccccc2cc2ccccc12)C1CCCCC1,58,13,29,0.6*,14,-5.8*,76,2.7*
Cc1ccc(NC(=O)/C(CC(=O)c2c[n+](=O)c3ccccc3n2O)=N\NC(=O)C[n+]2ccccc2)cc1,110,110,102,98,106,84,92,99
c1ccc2c(c1)nc(-c1cscn1)n2Cc1ccc(-c2nn[nH]n2)cc1,44,39,89,45,100,86,93,102
Cc1ccc(-c2c3c(N)c4c(nc3nc3c2c(C)nn3-c2ccccc2)CCCCC4)cc1,94,74,79,86,87,54,100,76
C=CC(=O)CC1(C(=O)OC)NC(=S)NC(=O)C1C#N (stereo not given),107,89,101,95,104,98,103,117
Cc1ccc(C=O)cc1,111,117,136,138,139,158,106,112
Cc1ccc(Nc2ncnc3c2cnn3-c2cccc(F)c2)cc1,97,113,108,122,106,91,80,106
COc1c(O)cc2oc3cc(O)c(CC=C(C)C)c(O)c3c(=O)c2c1CC=C(C)C,70,27,48,7.1*,42,77,76,50
COc1ccc(NC(=O)C2=C(C)NC(=O)N(C)C23C(=O)Nc2ccccc23)cc1 (stereo not given),110,100,100,.,97,.,88,127
COc1cc(/C=C/C(=O)c2ccc(Cl)cc2)ccc1Oc1nc(NCCO)nc(N2CCOCC2)n1,109,36,78,9.0*,79,102,93,65
O=Cc1ccc[n+](CC(=O)c2ccc(Br)cc2)c1,102,89,96,89,94,85,92,97
COc1ccc(CN2CCc3c(Sc4ccccc4OC)nc(N)nc3C2=O)c(OC)c1,100,99,.,.,79,55,84,83
O=C(Nc1ccc(OCc2nnc(-c3ccccc3)o2)c(F)c1)c1ccccc1,109,108,76,86,94,94,.,72
CN(C)Cc1cc(Cl)cc(Cc2cc(Cl)cc(CN(C)C)c2O)c1O,62,70,84,57,53,50,87,76
Cc1ccc2nc3ccccc3c(NCc3ccc(Cl)cc3)c2c1,70,2.6*,18,-9.2*,0.1*,-4.6*,65,-28*
Cc1cnc(SCc2ccc(Cl)cc2)[nH]c1=S,104,93,106,90,106,105,94,101
CC1(C)CC[C@]2(C(=O)O)CC[C@]3(C)[C@H](C(=O)C[C@@H]4[C@@]5(C)C/C(=C/c6cccnc6)C(=O)C(C)(C)[C@@H]5CC[C@]43C)[C@@H]2C1,108,.,109,101,98,86,.,106
O=C(Nc1ccc(Cl)cc1)Nc1cc(=O)[nH]c(SCC(=O)N2CCN(c3cc4c(cc3F)c(=O)c(C(=O)O)cn4C3CC3)CC2)n1,106,.,92,92,91,97,91,.
O=C(NO)c1ccc(CNc2cccc3nc(C4CC4)n(-c4ccccc4)c(=O)c23)cc1,10,11,-13*,1.6*,-22*,.,22,-27*
COc1ccc(/C=N/n2c(CN3CCCCC3)nc3ccccc3c2=O)cc1,101,105,121,51,.,75,93,118
CCN(CC)c1ccc(C(=O)c2ccc(N(CC)CC)cc2)cc1,0.5*,15,20,.,24,51,29,21
N#CC[C@H](C1CCCC1)n1cc(-c2ncnc3[nH]ccc23)cn1,70,70,59,2.1*,56,41,45,81
O=C(N/N=C/C[C@@H]1[C@@H](/C=C/[C@@H](O)COc2cccc(Cl)c2)[C@H](O)C[C@@H]1O)c1ccncc1,100,96,98,92,84,94,79,95
CN(C)C1=NCCN1,110,96,90,108,93,75,107,95
Cc1ccc(OCCBr)cc1,102,104,.,88,106,.,102,101
NNc1ccc(Cl)cc1Cl,97,13,28,57,53,55,65,.
O=C(NCCNc1cc(-c2cn(-c3ccccc3)nc2-c2cccc(O)c2)ccn1)c1ccccc1,107,94,100,82,.,65,87,84
CNC(=O)OCCC#N,110,.,.,.,.,69,109,98

# Part of the list above in order of molar mass, largest number first:
Molecule,MDA-MB-435,K-562,CCRF-CEM,SR,MOLT-4,HOP-92,HOP-62,RPMI-8226
O=C(N/N=C/C[C@@H]1[C@@H](/C=C/[C@@H](O)COc2ccccc2)[C@H](O)C[C@@H]1O)c1ccncc1,109,92,103,86,86,101,92,93
O=[N+]([O-])c1cc(Br)ccc1NS(=O)(=O)c1ccccc1,112&107,95&99,93&87,94&89,100&86,55&96,102&109,82&95
O=Cc1ccc[n+](CC(=O)c2ccc(Br)cc2)c1,102,89,96,89,94,85,92,97
C/C(=C/C(C)(C)C)C(=O)C(C)(C)C,106,108,103,107,106,86,104,106

# Entries of single compounds, quoted from the list. Order of values: MDA-MB-435, K-562, CCRF-CEM, SR, MOLT-4, HOP-92, HOP-62, RPMI-8226
# CN(C)Cc1cc(Cl)cc(Cc2cc(Cl)cc(CN(C)C)c2O)c1O in the list: 62, 70, 84, 57, 53, 50, 87, 76
# COc1ccc(NC(=O)C2=C(C)NC(=O)N(C)C23C(=O)Nc2ccccc23)cc1 (stereo not given) in the list: 110, 100, 100, ., 97, ., 88, 127
# COc1ccc(/C=N/n2c(CN3CCCCC3)nc3ccccc3c2=O)cc1 in the list: 101, 105, 121, 51, ., 75, 93, 118
